Source: PubChem BioAssay (several laboratories)
Rin1-Abl PPI inh – inhibitors of Rin1-Abl protein binding, primary screen, biochemical, TR-FRET | Tyrosine-protein kinase ABL1 (Homo sapiens) + Ras and Rab interactor 1 (Homo sapiens), … | inhibition, % at 7.35 µM | 360,000 tested, 0.4% active | AID 588664, 2011; in the data active = inhibition above about 5%, passing the limit was not always enough
CSN deneddyl inh – inhibitors of CSN-mediated cullin deneddylation, primary screen, biochemical, fluorescence polarization, uHTS; COP9 signalosome complex subunit 5 (Homo sapiens), Q92905; inhibition, % at 12.5 µM; Purified CSN, SCF-Nedd8-OG deneddylation; 360,000 tested, 0.38% active;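 active = pattern-corrected inhibition above about 35%, with an unprinted fluorescence ratio check between 0.5 and 1.5, limit read from the data, passing the limit was not always enough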;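 note: 0% = enzyme with substrate and 100% = substrate without enzyme; some results filed as inactive read as strong as hits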
Target sequence (Q92905 whole entry, looked up, one chain of several): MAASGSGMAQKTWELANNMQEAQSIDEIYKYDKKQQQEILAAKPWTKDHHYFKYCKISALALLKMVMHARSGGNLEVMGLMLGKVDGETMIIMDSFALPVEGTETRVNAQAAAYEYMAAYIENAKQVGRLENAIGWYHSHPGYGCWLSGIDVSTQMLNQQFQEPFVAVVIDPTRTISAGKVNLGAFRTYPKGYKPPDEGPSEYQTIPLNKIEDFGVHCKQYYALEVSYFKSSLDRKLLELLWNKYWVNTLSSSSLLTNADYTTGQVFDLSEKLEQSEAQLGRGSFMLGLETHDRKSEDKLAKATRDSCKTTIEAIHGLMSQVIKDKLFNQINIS
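Assay system: purified human Csn5 enzyme expressed in HEK293T cells; measure: % inhibition; also added: SCFSkp2-Nedd8OG substrate at 10 nM final; technique: fluorescence polarization; times: reaction 90 min, room temperature; medium: Tris buffer pH 7.5, NaCl, DTT, Tween-20, trehalose, ovalbumin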
Neddyl block – inhibitors of cullin neddylation, primary screen, biochemical, TR-FRET, uHTS, NAE and Ubc12. calls only at 25 µM. NEDD8-conjugating enzyme Ubc12 (Homo sapiens) + NEDD8-activating enzyme E1 regulatory …. 360,000 tested, 0.58% active; in the data active = inhibition above about 36%
SKN-1 inh – suppressors of acrylamide-induced Pgst-4::GFP reporter in worms, primary screen, SKN-1 inhibitor project, whole organism, uHTS, GFP/RFP fluorescence ratio, strain VP596; C. elegans VP596 Pgst-4::GFP/RFP ratio, 24 h; inhibition, % at 21.8 µM; 360,000 tested, 0.49% active; AID 624304, 2012;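 active = interference check ratio from 0.5 to 1.5 plus GFP to RFP signal ratio inhibition reaching or exceeding a fixed threshold, cut at about 30% in these data, passing the limit was not always enough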; note: some compounds called inactive have numbers as strong as hits
NadD inh – inhibitors of S. aureus NadD, primary screen, biochemical, colorimetric, uHTS. Nicotinate-nucleotide adenylyltransferase NadD (Staphylococcus aureus N315). purified NadD enzyme, colorimetric absorbance read-out. inhibition, % at 20 µM. 360,000 tested, 0.78% active. AID 602399, 2012; in the data active = inhibition above about 26%; note: some compounds past the cut are filed as inactive
Rpn11 block – Rpn11 (PSMD14) deubiquitinase inhibitors, primary screen, biochemical, fluorescence polarization, uHTS | 360,000 tested, 0.59% active | calls only at 20 µM | 26S proteasome non-ATPase regulatory subunit 14 (Homo sapiens), O00487 | human 26S proteasome, Ub4-pepOG fluorescence polarization; 20S core pre-blocked with epoxomicin;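 active = inhibition at 20 µM, scaled to each plate's controls, above about 33%, limit read from the data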
Target sequence (O00487 whole entry, looked up): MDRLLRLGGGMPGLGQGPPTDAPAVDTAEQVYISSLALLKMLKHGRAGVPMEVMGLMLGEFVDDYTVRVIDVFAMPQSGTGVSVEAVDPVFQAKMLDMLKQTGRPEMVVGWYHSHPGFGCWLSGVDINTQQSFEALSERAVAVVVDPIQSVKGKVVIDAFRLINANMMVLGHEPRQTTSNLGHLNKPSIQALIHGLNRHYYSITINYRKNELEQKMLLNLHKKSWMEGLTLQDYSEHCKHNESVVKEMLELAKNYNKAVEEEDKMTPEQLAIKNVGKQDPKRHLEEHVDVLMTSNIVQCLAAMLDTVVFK
MT1-MMP act inh – blockers of MT1-MMP proenzyme processing, primary screen, HT1080 RFP-PRO-GFP cells, GFP/RFP fluorescence | GFP/RFP ratio fluorescence, overnight; percent of plate control window, DMSO zero | 360,000 tested, 0.061% active | GFP/RFP ratio change, % at 20 µM | Matrix metalloproteinase-14 (Homo sapiens), P50281;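 active = GFP/RFP ratio change of at least 30% with cell ATP level not reduced by more than half and red fluorescence within 50% of control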; note: strong numbers were not always called active
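Test system: HT1080 cells expressing an RFP-PRO-GFP fluorescent reporter construct / Compound dosing: single-point 20 µM compound, 1% DMSO / Schedule: cells overnight before dosing, compound overnight, 37 °C, 5% CO2 / Evaluation: GFP/RFP fluorescence ratio / Control set: DMSO and RFP-L50D-GFP cell wells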
FAS TE block – FAS thioesterase domain inhibitors, primary screen, biochemical, fluorescence intensity, uHTS. inhibition, % at 15 µM. recombinant FAS-TE, OMFH fluorogenic substrate, fluorescence endpoint. Fatty acid synthase (Homo sapiens), P49327. 360,000 tested, 0.67% active. AID 602261, 2012;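 active = compounds whose normalised, plate-corrected inhibition of enzyme fluorescence in the single-dose primary screen is 50% or more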;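 note: 0% = DMSO with enzyme and 100% = substrate without enzyme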
PABP1 MLLE inh – inhibitors of PABP1 MLLE–PAM2 peptide binding, primary screen, biochemical, fluorescence polarization, FITC-PAM2, GST-MLLE | Polyadenylate-binding protein 1 (Homo sapiens), P11940 | 360,000 tested, 0.36% active | AID 588489, 2011 | inhibition, % at 20 µM; in the data active = inhibition above about 35%, passing the limit was not always enough;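 note: plate controls were DMSO wells with GST-MLLE for no effect and wells lacking GST-MLLE protein for full effect; some results filed as inactive read as strong as hits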
Starred values were filed as active, the others as inactive; i = inactive; . = not tested or not shown; + = active, no number.

Second line of a record – SKN-1 inh	NadD inh	CSN deneddyl inh	Rin1-Abl PPI inh	Neddyl block	Rpn11 block	MT1-MMP act inh	PABP1 MLLE inh	FAS TE block
CCC(=O)N1CCc2cc(Br)cc(S(=O)(=O)CCC(=O)NCc3ccco3)c21
→ -24	6	1	1	i	i	-2	-1	-8
CCOc1cccc(/C=N/Nc2nc(N3CCCC3)nc(N3CCCC3)n2)c1O
→ 7	7	1	-1	i	i	5	1	12
Cc1cc(Cl)ccc1C(O)c1ncc(-c2ccccc2C(F)(F)F)[nH]1 (stereo unspecified)
→ 19	-4	3	1	i	i	7	2	13
CC(C)(C)OC(=O)N1CCN(C(=O)c2[nH]cnc2C(=O)Nc2nccs2)CC1
→ 4	-1	-3	0	i	i	1	9	-8
O=C1C(=O)N(CCS(=O)(=O)c2ccccc2)c2ccccc21
→ 13	-4	-4	-10	i	i	2	7	-6
COc1ccc(/C(C)=N\NC(=O)c2ccc(-c3ccccc3)cc2)c(F)c1
→ 20	6	-1	1	i	i	-8	4	1
COc1ccccc1C=C(C(=O)c1ccccc1)c1ccccc1
→ 11	4	-1	0	i	i	1	0	22
C#Cc1ccc(CN2CCN(Cc3ccsc3)C(CCO)C2)cc1 (stereo unspecified)
→ -2	-1	-8	-2	i	i	-3	-6	2
CCCOc1ccc(C2=NNC(c3cccs3)=Nc3ccc(OC)cc32)cc1
→ 5	14	2	5	i	i	-2	5	9
C=CCCC(=O)N1C[C@H]2CON(C)[C@H]2C[C@H]1c1ccc(N2CCCCC2)cc1
→ 21	-3	14	-2	i	+	1	-65	-16
CCNC(=O)NC(=O)C(C)OC(=O)[C@H](C)NS(=O)(=O)c1c(C)c(C)cc(C)c1C (stereo partly specified)
→ 7	0	3	-2	i	i	-3	3	-6
Nc1nc(SCC(=O)c2c(N)n(Cc3ccccc3)c(=O)[nH]c2=O)n[nH]1
→ 1	-5	4	1	i	i	4	-15	-2
Cc1cc(/C=N/n2cnnc2)c(C)n1-c1ccc2c(c1)OCO2
→ 10	0	0	5	i	i	-2	-5	-10
CC1=Nn2c(nnc2-c2n[nH]c3c2CCC3)SC1
→ -6	-5	4	-5	i	i	-2	-8	-4
COc1ccc(C(=O)C2CCCN(Cc3sc(N4CCCC4)nc3Cl)C2)c(OC)c1 (stereo unspecified)
→ 0	-10	-3	-4	i	i	-1	4	10
CCn1c(SCC(=O)OC)nnc1-c1ccc(C)cc1
→ -8	-4	-1	-1	i	i	1	-8	-6
Cc1cc(C)c2c(=O)n(CC(=O)N3CCC(N4CCCCC4)CC3)sc2n1
→ -11	-15	-2	0	i	i	4	16	-10
COc1ccc2c(c1)C1=NN(/C(C)=C\C(C)=O)C(c3ccccc3)C1CC2 (stereo unspecified)
→ 12	12	9	0	i	i	-17	-48	3
O=C(N/N=C/C(Br)=C/c1ccccc1)c1ccc([N+](=O)[O-])cc1
→ 10	11	6	3	i	i	2	-4	2
Cc1cc(NC(=O)COC(=O)[C@H](C)NC(=O)c2ccccc2)no1
→ -13	-1	10	-1	i	i	-2	2	-5
CCc1sc(C(=O)N2CCc3cc(OC)c(OC)cc3C2CC(=O)O)cc1C (stereo unspecified)
→ 3	-2	-1	0	i	i	1	-1	-1
S=c1nc[nH]c2c1ncn2-c1ccccc1
→ -8	-2	-4	1	i	i	3	31	-8
Cc1cc(C)c2[nH]c(O)c(N=Nc3ccc(C(=O)O)cc3)c2c1
→ -13	-8	-1	0	i	i	1	-5	2
COc1ccc(NC(=O)Cn2nnc(C(=O)NCc3ccccc3OC)c2N)cc1Cl
→ -3	1	0	2	i	i	3	-11	-11
CCCCNC(=O)C1CC(c2cccc([N+](=O)[O-])c2)=NO1 (stereo unspecified)
→ 13	2	1	0	i	i	3	-7	33
C=CCNC(=S)/C(=C(\[O-])c1ccc(Cl)cc1)[n+]1ccccc1
→ -5	3	2	-2	i	i	-1	-50	-5
COCc1cc(C)nc2sc(C(=O)N3CCCC3)c(N)c12
→ 6	0	-7	-1	i	i	-1	26	-3
Cc1ccc(CNC(=O)C2CC(c3cccc(F)c3)=NO2)cc1 (stereo unspecified)
→ 10	-9	11	0	i	i	-2	3	-13
Cc1ccc(F)c(S(=O)(=O)NC(=O)C2(C)CCN2C(=O)c2cccc3ccccc23)c1 (stereo unspecified)
→ 12	-5	-1	0	i	i	-2	0	-5
CCCn1c(N)c(C(=O)COC(=O)c2c(C)noc2C)c(=O)n(C)c1=O
→ 26	2	0	-1	i	i	0	-13	-8
Cc1ccc(NC(=O)CC2SC3=NCCN3C2=O)cc1 (stereo unspecified)
→ -16	-2	-5	-2	i	i	0	44*	-9
Cc1ccc(-c2sc(-c3cccnc3)nc2CC(=O)O)cc1
→ -8	-1	2	3	i	i	5	-2	0
O=C(CC(c1ccccc1)c1ccccc1)Nc1nn[nH]n1
→ 6	3	0	3	i	i	7	1	1
Cc1ccc(S(=O)(=O)N2C[C@H]3n4c(=O)ccc(=O)n4C[C@H](OC(=O)NCc4ccccc4)[C@@]3(O)C2)cc1
→ -14	0	8	1	i	i	-1	-2	-5
CCOc1ccc(CSC(=N)N)cc1
→ -6	2	-5	-5	i	i	1	0	-2
CC(C)(C)c1ccccc1OCCOCCNCc1ccccc1
→ 5	-2	-8	-1	i	i	-5	-4	7
COc1ccc(N(C)C(=O)CCS(=O)(=O)c2cccc3nonc23)cc1
→ 16	0	-2	2	i	i	-1	-5	-3
CCN(CC)C(CNS(=O)(=O)c1ccc(Cl)cc1)c1ccccc1 (stereo unspecified)
→ 12	-8	1	0	i	i	-3	10	-1
COC(=O)c1ccc(C(=O)OC)c(NC(=O)COC(=O)CCOc2ccc(C)cc2)c1
→ 1	-2	0	-4	i	i	3	-18	20
O=C(NCCCN1CCOCC1)c1cc2c(s1)CCCC2
→ 12	-1	1	0	i	i	11	-3	-1

Part of the list above in order of length of the SMILES, ascending:
Second line of a record – SKN-1 inh	NadD inh	CSN deneddyl inh	Rin1-Abl PPI inh	Neddyl block	Rpn11 block	MT1-MMP act inh	PABP1 MLLE inh	FAS TE block
CC(C)(C)c1ccccc1OCCOCCNCc1ccccc1
→ 5	-2	-8	-1	i	i	-5	-4	7
Cc1ccc(NC(=O)CC2SC3=NCCN3C2=O)cc1 (stereo unspecified)
→ -16	-2	-5	-2	i	i	0	44*	-9
Cc1ccc(CNC(=O)C2CC(c3cccc(F)c3)=NO2)cc1 (stereo unspecified)
→ 10	-9	11	0	i	i	-2	3	-13

Copied from the list:
In PABP1 MLLE inh, CCc1sc(C(=O)N2CCc3cc(OC)c(OC)cc3C2CC(=O)O)cc1C (stereo unspecified) shows -1
In MT1-MMP act inh, Cc1ccc(F)c(S(=O)(=O)NC(=O)C2(C)CCN2C(=O)c2cccc3ccccc23)c1 (stereo unspecified) shows -2

More records follow.
Second line of a record – SKN-1 inh	NadD inh	CSN deneddyl inh	Rin1-Abl PPI inh	Neddyl block	Rpn11 block	MT1-MMP act inh	PABP1 MLLE inh	FAS TE block
O=C(NCCCN1CCOCC1)c1ccc2c(=O)n(Cc3ccc(Cl)cc3)c(=S)[nH]c2c1
→ 8	3	3	-2	i	i	5	-59	1
COC(=O)c1scc(C)c1N/N=C(\C)c1ccc(F)cc1
→ 12	4	6	-4	.	i	3	1	20
CCCOc1cccc(C(=O)NCCCNC(=O)c2ccccn2)c1
→ 4	-2	-3	2	i	i	2	18	-1
Cc1ccc(N2CC(NS(=O)(=O)c3cccs3)CC2=O)cc1C (stereo unspecified)
→ 1	-3	3	-1	i	i	5	8	-2
CCOc1cccc(/C(O)=C2/C(=O)C(=O)N(CCN3CCOCC3)C2c2cccnc2)c1 (stereo unspecified)
→ 7	1	-1	0	i	i	-6	4	-1
COc1ccc(CCCc2nnc(SCC(=O)Nc3cc(C)c(C)cc3Br)o2)cc1
→ 1	-7	0	-3	i	i	2	-6	22
CCCCNC(=O)N(O)C1N(CCCC)C(=O)N(CC(=O)OC)C1(C)C (stereo unspecified)
→ 1	5	3	0	i	i	0	-7	-6
COc1ccc(/C=N/NS(=O)(=O)c2ccccc2)cc1OS(=O)(=O)c1ccc(C)cc1
→ -21	-1	0	1	i	i	-4	-24	21
CCCn1c(N)c(Sc2ccccc2)c(=O)n(CCC)c1=O
→ -7	-2	-4	-2	i	i	-3	-8	-8
CCOC(=O)N/N=C\c1ccc(-c2cccc(C(F)(F)F)c2)o1
→ 14	-6	-8	-2	i	i	-1	7	5
CN(C(=O)CSc1ccc(S(=O)(=O)N2CCCCC2)cn1)c1ccccc1
→ -9	-3	0	-2	i	i	-2	33	2
CCN(CC)S(=O)(=O)c1ccc(C)c(NC(=O)CSc2nc3ccccc3[nH]2)c1
→ 7	0	4	2	i	i	0	3	-1
CC(=O)NC1(C(F)(F)F)C(=O)Nc2c1c(=O)n(C)c(=O)n2C (stereo unspecified)
→ -12	0	4	3	i	i	0	0	-13
Cc1ccc(NC(=S)N(CCCN(C)C)Cc2cc3cc4c(cc3[nH]c2=O)OCO4)c(C)c1
→ -2	-7	1	2	i	i	-1	-23	-6
CCOc1cc(S(=O)(=O)NCCCN2CCOCC2)ccc1F
→ 5	3	0	0	i	i	-1	10	-5
Cc1ccc(-n2ncc3c(SCc4ccccc4)ncnc32)cc1
→ 5	3	-10	-8	i	i	8	-15	14
CCOC(=O)c1c(S(=O)(=O)NCC(=O)N2CCN(c3cccc(OC)c3)CC2)c(C)n(C)c1C
→ 7	1	2	3	i	i	-2	-8	0
CN(CC(=O)Nc1cccc(F)c1)C(=O)c1ccc(-c2cccc(C(F)(F)F)c2)o1
→ 20	-3	-1	3	i	i	-4	12	23
CC1CCCC(NC(=O)C2CCN(S(=O)(=O)c3cnc[nH]3)CC2)C1C (stereo unspecified)
→ -1	-7	0	5	i	i	-2	-11	-10
COc1ccc2cc(S(=O)(=O)N3CCCCC3)ccc2c1S(=O)(=O)N1CCCCC1
→ -9	-15	-4	-2	i	i	-3	2	24
COc1ccc(CC2(CO)CCN(Cc3cnn(-c4ccc(F)cc4)c3)CC2)cc1
→ -13	-8	6	1	i	i	5	3	-2
O=C(CNC(=O)c1ccccc1F)NCCc1ccccc1F
→ 0	0	5	1	i	i	1	-1	-3
Nc1nc(NCCO)nc(NCc2ccccc2)c1[N+](=O)[O-]
→ 30	-9	3	-1	i	i	-6	4	0
CCCOc1ccc(C2=CSC3=NCCN23)cc1Cl
→ 18	-3	0	3	i	i	-1	-8	-149
COc1ccccc1CNC(=O)c1ccccc1C(=O)NC(CC(C)C)C(=O)NCc1ccccc1OC (stereo unspecified)
→ 14	-4	6	-1	i	i	-5	-21	-3

This is a random part of the collection; any-hit rate near 3.9%.
